From PubChem BioAssay
NALP1 inh – inhibitors of NALP1 inflammasome in yeast. S. cerevisiae NALP1/ASC/caspase-1 growth, X-gal OD620, 72 h. inhibition, % at 10 µM. hit rate 0.61% among 280,000; in the data active means inhibition mostly above about 24%, no sharp cut-off; inactive means mostly below about 32%; further: some compounds called inactive have numbers as strong as hits
MEKK2wt PB1 HTS – raises or lowers MEK5 binding to wildtype human MEKK2 PB1 domain; bead flow cytometry, Alexa488-MEK5 binding to MEKK2 WT; actives lie on both sides; binding response (% of control), % at 10 µM; Q9Y2U5; hit rate 1.1% among 290,000; in the data active means binding response below about 67% or above about 130%
PHOSPHO1 block – blocks human PHOSPHO1 phosphatase activity. Q8TCT1. recombinant PHOSPHO1, absorbance phosphatase assay. inhibition, % at 13.3 µM. hit rate 1.1% among 290,000; in the data active means inhibition above about 60%
Target sequence (Q8TCT1 whole entry, looked up): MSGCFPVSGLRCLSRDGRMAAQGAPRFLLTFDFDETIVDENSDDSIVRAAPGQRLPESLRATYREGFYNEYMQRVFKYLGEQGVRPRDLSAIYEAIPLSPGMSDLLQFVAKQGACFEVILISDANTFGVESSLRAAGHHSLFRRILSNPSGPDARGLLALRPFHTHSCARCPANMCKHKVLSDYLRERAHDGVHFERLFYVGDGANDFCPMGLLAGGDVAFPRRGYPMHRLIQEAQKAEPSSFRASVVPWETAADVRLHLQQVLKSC
OXTR ag – activates the human oxytocin receptor; P30559; CHO-OTR cells, Fluo-8 calcium fluorescence; normalized: DMSO 0%, oxytocin 100%; activation, % at 3 µM; hit rate 0.32% among 320,000;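 active means activation above the mean of all tested compounds plus 3 SD, cutoff set per screening run, cut at about 20% in these data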;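 further: peak over basal fluorescence ratio from a 100 s FLIPR kinetic read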
Target sequence (P30559 whole entry, looked up): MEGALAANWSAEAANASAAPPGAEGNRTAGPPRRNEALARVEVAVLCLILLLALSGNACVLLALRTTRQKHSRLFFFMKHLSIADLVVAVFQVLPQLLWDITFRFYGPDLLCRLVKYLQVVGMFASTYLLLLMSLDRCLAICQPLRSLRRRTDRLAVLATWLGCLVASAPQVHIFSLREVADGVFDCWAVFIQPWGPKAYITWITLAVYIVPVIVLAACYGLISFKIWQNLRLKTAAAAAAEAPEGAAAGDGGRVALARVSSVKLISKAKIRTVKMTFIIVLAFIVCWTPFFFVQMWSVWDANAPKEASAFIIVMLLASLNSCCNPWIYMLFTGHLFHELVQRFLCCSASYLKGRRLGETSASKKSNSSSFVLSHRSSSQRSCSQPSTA
GPR7 antagonist – antagonists of human GPR7 (neuropeptides B/W receptor 1) | P48145 | GPR7-expressing cells, fluorescence antagonist assay | inhibition, % at 4.4 µM | hit rate 1.1% among 290,000 | AID 1861; in the data active means inhibition above about 16%, passing the limit was not always enough;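 further: cells stimulated with the agonist NPW; 0% = agonist with vehicle and 100% = vehicle without agonist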
Target sequence (P48145 whole entry, looked up): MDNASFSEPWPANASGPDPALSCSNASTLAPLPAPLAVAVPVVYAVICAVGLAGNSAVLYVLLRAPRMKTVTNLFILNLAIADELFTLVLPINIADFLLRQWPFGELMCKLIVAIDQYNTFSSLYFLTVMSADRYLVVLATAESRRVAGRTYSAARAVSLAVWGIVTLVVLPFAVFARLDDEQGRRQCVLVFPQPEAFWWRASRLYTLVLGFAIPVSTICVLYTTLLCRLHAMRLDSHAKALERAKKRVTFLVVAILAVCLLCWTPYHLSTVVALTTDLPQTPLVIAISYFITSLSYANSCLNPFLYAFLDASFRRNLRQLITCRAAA
M18AAP inhibitor – blocks P. falciparum M18 aspartyl aminopeptidase; recombinant PfM18AAP, H-Glu-NHMec fluorogenic cleavage; inhibition, % at 7.35 µM; hit rate 1.2% among 290,000; AID 1822;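 active means inhibition above the campaign mean inhibition over all tested compounds plus 3 SD, cut at about 28% in these data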;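 further: 0% = plate median of test compound wells and 100% = 2 mM ZnCl2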
FID counter – counter-screen for HCV NS3 helicase inhibitors: DNA intercalator displacement. DNA fluorescent intercalator displacement, fluorescence. inhibition, % at 7.9 µM. hit rate 0.17% among 290,000. AID 1845; in the data active means inhibition above about 37%;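 further: 0% = vehicle and 100% = reference compound; higher means more ethidium bromide displaced from hairpin DNA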
MEKK2mut PB1 HTS – signal of MEK5 binding to mutant human MEKK2 PB1 domain. bead flow cytometry, Alexa488-MEK5 binding to MEKK2 mutant. percent response, % at 10 µM. hit rate 0.35% among 290,000. AID 1530; in the data active means percent response above about 24%, passing the limit was not always enough; further: inactives centre near 1; some results filed as inactive read as strong as hits; reference of the scale not given here
MEKK3 PB1 HTS – MEKK3-MEK5 PB1 interaction, increase or decrease; bead-based flow cytometry, Alexa488-MEK5 binding to MEKK3; actives lie on both sides; 0 = blocked by unlabeled MEK5, 100 = vehicle; binding response (% of control), % at 10 µM; hit rate 1.4% among 290,000; AID 1529;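 active means binding response more than 3 SD above or below the average of its plate-row segment, actives on both sides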;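 further: Alexa488 bead fluorescence after subtracting the streptavidin-only scavenger bead signal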
Starred values were filed as active, the others as inactive; . = no result given.

Start of the listing, in advance, 8 compounds:
1	CCOc1ccc(/C=C2\SC(=S)N(N3C(=O)C4CC4C3=O)C2=O)cc1 (stereo not given)
2	O=C(Nc1ccccn1)C1CCN(S(=O)(=O)c2cccc3nonc23)CC1
3	COc1cccc(N2C(=O)C3CCCN3C2c2cccs2)c1 (stereo not given)
4	COc1ccc(C(=O)N/C(=C\c2ccco2)C(=O)NCCN2CCOCC2)cc1
5	CC(Sc1nnc(COc2ccc(Cl)cc2)n1Cc1ccccc1)C(=O)O (stereo not given)
6	CCc1ccc(S(=O)(=O)/N=C2\C=C(NS(=O)(=O)c3ccccc3)C(=O)c3ccccc32)cc1
7	CN(CC(=O)NCc1ccncc1)S(=O)(=O)c1ccc2ccccc2c1
8	Cc1cc(C)nc(SCC(=O)n2c3c(c4ccccc42)CCCC3)n1

Compound	1	2	3	4	5	6	7	8
NALP1 inh	9	13	16	-14	3	14	-2	34
MEKK2wt PB1 HTS	81	106	98	98	94	98	111	106
PHOSPHO1 block	-74	-16	2	18	34	36	41	5
OXTR ag	-0.8	0.1	0.0	-0.2	-0.8	.	0.3	-0.8
GPR7 antagonist	-1	4	-1	-21	-14	-8	-7	-11
M18AAP inhibitor	31*	3	-3	9	-2	3	2	-11
FID counter	-18	3	-4	0	-25	7	-6	-5
MEKK2mut PB1 HTS	-9	12	1	3	-4	1	0	0
MEKK3 PB1 HTS	92	102	99	101	94	97	129*	153*

The list itself, from the first entry:
1	CCOc1ccc(/C=C2\SC(=S)N(N3C(=O)C4CC4C3=O)C2=O)cc1 (stereo not given)
2	O=C(Nc1ccccn1)C1CCN(S(=O)(=O)c2cccc3nonc23)CC1
3	COc1cccc(N2C(=O)C3CCCN3C2c2cccs2)c1 (stereo not given)
4	COc1ccc(C(=O)N/C(=C\c2ccco2)C(=O)NCCN2CCOCC2)cc1
5	CC(Sc1nnc(COc2ccc(Cl)cc2)n1Cc1ccccc1)C(=O)O (stereo not given)
6	CCc1ccc(S(=O)(=O)/N=C2\C=C(NS(=O)(=O)c3ccccc3)C(=O)c3ccccc32)cc1
7	CN(CC(=O)NCc1ccncc1)S(=O)(=O)c1ccc2ccccc2c1
8	Cc1cc(C)nc(SCC(=O)n2c3c(c4ccccc42)CCCC3)n1

Compound	1	2	3	4	5	6	7	8
NALP1 inh	9	13	16	-14	3	14	-2	34
MEKK2wt PB1 HTS	81	106	98	98	94	98	111	106
PHOSPHO1 block	-74	-16	2	18	34	36	41	5
OXTR ag	-0.8	0.1	0.0	-0.2	-0.8	.	0.3	-0.8
GPR7 antagonist	-1	4	-1	-21	-14	-8	-7	-11
M18AAP inhibitor	31*	3	-3	9	-2	3	2	-11
FID counter	-18	3	-4	0	-25	7	-6	-5
MEKK2mut PB1 HTS	-9	12	1	3	-4	1	0	0
MEKK3 PB1 HTS	92	102	99	101	94	97	129*	153*

9	CC(C)(CNC(=O)COc1ccccc1Cc1ccccc1)N1CCOCC1
10	O=C1CCCC(=O)N1c1ccc(Oc2ccc(Cl)cc2)cc1
11	COCCn1c(SCC(=O)Nc2cc(C)cc(C)c2)nnc1C(C)C
12	O=C(CCn1c(=S)oc2ccccc21)Nc1ccccc1Br
13	CC(Oc1ccc2c(c1)oc(=O)c1ccccc12)C(=O)NC(Cc1c[nH]c2ccc(O)cc12)C(=O)O (stereo not given)
14	CC(C)=C(NC(=O)c1ccccc1)C(=O)Nc1cccc(C)c1
15	Cc1ccc(C2CC(=O)c3cnc(NC(=O)c4ccco4)nc3C2)cc1 (stereo not given)
16	CCOC(=O)C1=C(C)NC(=O)NC1c1ccc(C)o1 (stereo not given)

Compound	9	10	11	12	13	14	15	16
NALP1 inh	-1	12	3	5	11	-6	22	20
MEKK2wt PB1 HTS	101	95	102	106	94	103	96	102
PHOSPHO1 block	-13	-1	7	31	29	-77	-37	-5
OXTR ag	-1.9	2.6	0.0	-1.5	-0.2	-1.2	.	-0.2
GPR7 antagonist	-11	0	-2	-9	-3	2	-10	-4
M18AAP inhibitor	-5	-6	-5	-7	5	-2	-4	-1
FID counter	-5	-12	-17	-7	-23	-5	-24	-1
MEKK2mut PB1 HTS	4	-1	-1	2	-3	2	-2	1
MEKK3 PB1 HTS	101	102	101	105	95	100	97	97

17	COc1ccc(C2CC3(O)CC(C#N)(C(=O)N3)C2(C#N)C#N)cc1 (stereo not given)
18	COc1ccc(N(C(=O)c2ccco2)C(C(=O)NC2CCCC2)c2ccncc2)cc1OC (stereo not given)
19	CC(C)N(C(=O)Cn1cc(S(=O)(=O)CC(=O)N2CCOCC2)c2ccccc21)C(C)C
20	COc1ccccc1C(=O)N1CCN(Cc2nc(CC3CC3)no2)CC1
21	CCCCCN=C(N)N/N=C/c1c[nH]c2ccc(OC)cc12
22	COc1cc(C2=NC(CO)(CO)CO2)cc(OC)c1OC
23	O=C(CNS(=O)(=O)c1ccccc1)N/N=C/c1ccc(O)cc1
24	CCN(CC)CCCNC(=O)CCC(=O)Nc1ccc2nc(N3CCCCC3)cc(C)c2c1

Compound	17	18	19	20	21	22	23	24
NALP1 inh	2	-5	16	0	.	17	8	3
MEKK2wt PB1 HTS	100	97	102	102	263*	96	98	108
PHOSPHO1 block	3	19	28	27	.	36	-9	-17
OXTR ag	1.0	1.2	0.6	0.4	-0.5	1.3	0.3	0.2
GPR7 antagonist	-9	-5	1	-9	.	0	4	-1
M18AAP inhibitor	-2	12	-9	-15	.	8	9	3
FID counter	-1	-11	-26	-13	.	5	-3	30
MEKK2mut PB1 HTS	2	-4	0	6	40*	-50	-5	7
MEKK3 PB1 HTS	108	104	99	104	117	96	99	95

25	Cc1ccccc1N(CC(=O)NCc1ccccc1)C(=O)CCC(=O)Nc1nccs1
26	CC(=O)c1c(C)n(C)c2ccc(O)cc12
27	Cc1nonc1NC(=O)OCCN1CCOC1=O
28	CC(CC(=O)N1CCN(C(=O)c2ccccc2)CC1)c1ccccc1 (stereo not given)
29	NC(=O)C1CCN(C(=O)CSc2ccsc2[N+](=O)[O-])CC1
30	CCOC(=O)c1c(NC(=S)NC(C)=O)sc(C)c1C
31	CCCNC(=O)N1CCCC(C(N)=O)C1 (stereo not given)
32	CCOCCCNC(=O)c1cc(C)nn1-c1ccccc1

Compound	25	26	27	28	29	30	31	32
NALP1 inh	0	-14	14	32	3	22	2	24
MEKK2wt PB1 HTS	99	95	102	107	97	90	111	110
PHOSPHO1 block	36	14	-43	38	48	-2	28	-6
OXTR ag	2.5	0.3	0.6	0.3	.	-1.4	1.2	-0.6
GPR7 antagonist	2	6	-4	3	-22	-5	-4	7
M18AAP inhibitor	2	-7	8	-12	3	1	2	-2
FID counter	-44	3	-3	-19	1	-1	-4	5
MEKK2mut PB1 HTS	-4	-2	8	4	1	6	-1	6
MEKK3 PB1 HTS	98	87	101	105	100	98	112	109

33	CC(CNC(=O)c1ccccc1Cl)c1ccccc1 (stereo not given)
34	CSCCC(NC(=O)c1ccccc1Br)C(=O)NCc1ccc(F)cc1 (stereo not given)
35	COc1ccc(C(=O)NC(C)c2ccccc2)cc1Br (stereo not given)
36	COc1cc(CCC(=O)NCc2ccc3c(c2)OCO3)cc(OC)c1OC
37	O=C(Nc1c(C(=O)c2ccccc2)oc2ccccc12)c1cc(-c2ccccc2O)n[nH]1
38	Cc1cc(C)cc(NC(=O)N2CCN(Cc3ccc4c(c3)OCO4)CC2)c1
39	CCOC(=O)C(=O)c1c(C)cc2ccccn12
40	CCN1C(=O)/C(=C\c2ccc(-c3ccc([N+](=O)[O-])cc3OC)o2)SC1=Nc1cccc(C(=O)O)c1

Compound	33	34	35	36	37	38	39	40
NALP1 inh	-25	38	11	-5	37	6	22	3
MEKK2wt PB1 HTS	95	103	99	114	94	94	109	91
PHOSPHO1 block	.	33	-26	39	-10	42	-6	23
OXTR ag	-1.4	-0.7	-1.7	-1.2	1.3	3.6	.	.
GPR7 antagonist	-9	30	-10	4	-12	1	-10	2
M18AAP inhibitor	12	-3	-19	6	0	-12	1	4
FID counter	-5	-18	-2	-17	4	-8	-2	-12
MEKK2mut PB1 HTS	-3	1	0	15	-1	-5	2	-4
MEKK3 PB1 HTS	91	101	101	108	109	90	107	96

41	CC1CCN(CC(=O)Nc2cccc(C(=O)Nc3cccc(C(F)(F)F)c3)c2)CC1
42	COc1cccc(N2CC(C(=O)Nc3nnc(SCC(=O)Nc4ccc(NC(C)=O)cc4)s3)CC2=O)c1 (stereo not given)
43	COc1ccc(/C=C/C(=O)OCC(=O)NCCC2=CCCCC2)cc1OC
44	C/C(=C\c1ccccc1)C(=O)N1CCN(c2cccc(C(F)(F)F)c2)CC1
45	Cn1c(CC(=O)Nc2ccccc2F)nnc1SCC(=O)Nc1ccccc1Br
46	O=C(NNS(=O)(=O)c1ccc(Cl)cc1)c1cc(-c2ccccc2)n[nH]1
47	Cc1cc([N+](=O)[O-])ccc1NC(=O)CSc1nnc(C)n1C
48	COC(=O)CCC(=O)Nc1ccc(NC(=O)CCC(=O)OC)cc1

Compound	41	42	43	44	45	46	47	48
NALP1 inh	38	5	31	19	-17	.	0	.
MEKK2wt PB1 HTS	115	112	106	97	107	101	104	118
PHOSPHO1 block	17	12	34	-9	32	30	3	-13
OXTR ag	3.0	-0.2	-2.9	-1.1	0.4	0.8	-0.4	0.1
GPR7 antagonist	-3	-17	-12	-8	-3	-16	6	-4
M18AAP inhibitor	1	-1	1	-7	-7	18	-2	2
FID counter	28	-33	-29	-23	-19	-19	-2	-2
MEKK2mut PB1 HTS	2	9	2	-2	-2	-1	1	13
MEKK3 PB1 HTS	103	106	100	98	106	98	101	107

49	COc1ccc(OC)c(NC(=O)c2cc(-c3cc(Cl)ccc3O)n[nH]2)c1
50	Oc1ccccc1CN1CCN(C(c2ccccc2)c2ccccc2)CC1
51	COc1cccc(N2CCN(C(=O)c3ccc(Cl)c(NC4=NC5CS(=O)(=O)CC5S4)c3)CC2)c1 (stereo not given)
52	COc1cc(/C=C2/CCCC(C(=O)C(F)(F)F)=C2O)ccc1O
53	O=C(Cc1ccccc1Cl)Nc1cccnc1
54	CC(NC(=O)Cn1nnc(-c2ccncc2)n1)c1ccccc1 (stereo not given)
55	CCOC(=O)C1(Cc2ccccc2C)CCCN(C(=O)c2ccccn2)C1 (stereo not given)
56	Cc1cc(C)nc(N/N=C/c2cc3c(cc2[N+](=O)[O-])OCO3)n1

Compound	49	50	51	52	53	54	55	56
NALP1 inh	16	12	-11	.	24	-1	7	1
MEKK2wt PB1 HTS	130	112	97	74	102	94	91	95
PHOSPHO1 block	-33	34	30	-123	23	-1	11	4
OXTR ag	8.7	-0.6	2.3	0.2	0.9	.	-1.0	-0.3
GPR7 antagonist	0	-22	-15	14	3	0	-2	6
M18AAP inhibitor	3	-2	-8	3	-1	6	0	3
FID counter	0	12	-41	3	-4	0	-21	1
MEKK2mut PB1 HTS	8	6	0	-13	-3	0	-7	-7
MEKK3 PB1 HTS	145*	104	98	75	107	98	102	100

57	CC(=O)c1cccc(CN2CCc3ccc(NC(=O)C4CCCO4)cc3C2)c1 (stereo not given)
58	Clc1ccccc1-c1nnc2sc(-c3ccc4c(c3)OCO4)nn12
59	Cc1ccc(C(=O)Nc2nnc(C3CCCCC3)s2)o1
60	OCCCn1c(C(CO)Nc2nc(-c3ccc(Cl)cc3)cs2)nc2ccccc21 (stereo not given)

Compound	57	58	59	60
NALP1 inh	21	8	18	.
MEKK2wt PB1 HTS	106	103	87	103
PHOSPHO1 block	18	79*	-15	.
OXTR ag	2.1	-1.0	3.8	4.3
GPR7 antagonist	-15	-1	-9	.
M18AAP inhibitor	-2	0	4	.
FID counter	-8	-5	-16	.
MEKK2mut PB1 HTS	5	4	-6	0
MEKK3 PB1 HTS	102	106	83	100
